Compound activity from PubChem BioAssay.
S100A4 MyoIIA: blocks human S100A4 binding to myosin IIA peptide | P26447 | S100A4/TAMRA-MyoIIA peptide fluorescence polarization | inhibition, % at 10.7 µM | 360,000 compounds, 0.14% hits | AID 652163;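 active = mean inhibition of at least 70% across replicates, with every replicate also reaching that level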
Target sequence (P26447 whole entry, looked up): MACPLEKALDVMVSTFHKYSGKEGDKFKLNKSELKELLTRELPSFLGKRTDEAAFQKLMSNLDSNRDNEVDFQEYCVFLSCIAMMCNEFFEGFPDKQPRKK
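Compound dosing: one dose per compound; test system: human S100A4 monomer with TAMRA-labelled myosin IIA peptide; probe or stimulus: TAMRA-labelled myosin IIA heavy-chain peptide probe, 5 nM; medium: HEPES buffer with Ca2+, pH 7.2; schedule: 5 min incubation before reading; benchmarks: neutral control DMSO, positive control TFP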
Casp6 inh: inhibitors of human caspase-6 | 350,000 compounds, 0.53% hits | P55212 | purified caspase-6, Z-VEID-R110 cleavage fluorescence | inhibition, % at 12.5 µM;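 active = mean inhibition across replicates at least about 35%, with every replicate also reaching that limit, limit read from the data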;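 also: 0% = median of neutral control wells and 100% = no fluorescence left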
Target sequence (P55212 24-179 limits assumed): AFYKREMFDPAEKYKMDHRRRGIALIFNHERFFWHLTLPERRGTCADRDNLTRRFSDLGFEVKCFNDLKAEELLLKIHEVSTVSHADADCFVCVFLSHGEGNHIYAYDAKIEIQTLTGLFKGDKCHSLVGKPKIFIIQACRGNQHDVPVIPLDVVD
Target sequence (P55212 194-293 limits assumed): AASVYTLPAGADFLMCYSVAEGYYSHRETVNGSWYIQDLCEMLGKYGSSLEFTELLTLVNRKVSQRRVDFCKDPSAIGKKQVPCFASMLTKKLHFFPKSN
esBAF inh: blocks esBAF chromatin remodeling in mouse ES cells; AID 602393; 350,000 compounds, 2% hits; Bmi1-luciferase knock-in reporter, 24 h; 100% = twice the neutral-well signal; reporter increase, % at 12.5 µM; in the data active = activation above about 40%;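 also: 0% = median of the plate's neutral control wells and 100% = double that signal; a rise in the Bmi1 reporter signal indicates esBAF inhibition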
FN deposit inh: fibronectin deposition inhibition; AH1F fibroblasts, Alexa488-fibronectin deposition fluorescence, overnight; inhibition, % at 12.6 µM; 350,000 compounds, 0.086% hits;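 active = mean inhibition across replicates of 30% or more, regardless of how many single replicates reach that level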;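 also: positive control wells lacked labelled fibronectin entirely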
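Assay system: AH1F fibroblast monolayer, labelled fibronectin deposition. Amount: 10000 cells per well. Also added: labelled fibronectin 24 nM. Compound: single-point pinned compound. Incubation: cell attachment 1 h, compound and FN exposure overnight. Detection: fluorescence after three HBSS washes, excitation 485 nm, emission 525 nm. Read-out: inhibition of fibronectin deposition signal.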
SIRT5 inh: sirtuin-5 (human) deacylase inhibition. Q9NXA8. Purified SirT5, succinyl-peptide AMC, trypsin-coupled fluorescence. inhibition, % at 15 µM. 330,000 compounds, 1.1% hits. AID 652115; in the data active = inhibition above about 15%
Target sequence (Q9NXA8 whole entry, looked up): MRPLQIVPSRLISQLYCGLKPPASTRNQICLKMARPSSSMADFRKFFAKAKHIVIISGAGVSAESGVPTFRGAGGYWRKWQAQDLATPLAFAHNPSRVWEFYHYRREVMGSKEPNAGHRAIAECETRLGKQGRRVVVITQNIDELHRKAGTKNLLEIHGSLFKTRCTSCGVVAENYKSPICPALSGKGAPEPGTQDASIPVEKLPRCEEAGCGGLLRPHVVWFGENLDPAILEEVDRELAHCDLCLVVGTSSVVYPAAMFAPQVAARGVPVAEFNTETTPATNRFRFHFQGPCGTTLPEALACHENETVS
LGR2 antag: Drosophila LGR2 receptor signaling inhibition | inhibition, % at 9.99 µM | AID 720647 | 380,000 compounds, 0.35% hits | HEK293 LGR2, CRE-luciferase, bursicon-stimulated, 4 h;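 active = drop in luminescence signal, shown as inhibition above about 50% in the replicate tests, limit read from the data, passing the limit was not always enough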;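 also: agonist challenge used bursicon conditioned medium at about half maximal strength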
C2C12 statin: suppression of simvastatin myotoxicity; C2C12 myotubes + simvastatin, ATP luminescence, 48 h; scaled: DMSO 0, geranylgeraniol control 100; rescue of ATP level, % at 7.49 µM; 330,000 compounds, 0.78% hits; AID 602340;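 active = mean ATP rescue above about 67%, or every replicate alone reaching that limit, limit read from the data, passing the limit was not always enough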;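 also: myotubes were challenged with 10 µM simvastatin during compound exposure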
* = called active by the depositor; & = joins results of further samples. Not all compounds are listed (hit frequency here may not be typical).

Results for CO[C@H]1CN(C)C(=O)c2ccc(NC(=O)c3ccc(F)cc3)cc2OC[C@@H](C)N(C(=O)CN(C)C)C[C@H]1C ?
esBAF inh: -4; FN deposit inh: 0; LGR2 antag: 16; C2C12 statin: 7

Results for Cc1ccc(C(=O)COC(=O)C(C)N2C(=O)C3C4CCC(C4)C3C2=O)cc1 (stereo not given) ?
S100A4 MyoIIA: -3; Casp6 inh: 0; esBAF inh: 4; FN deposit inh: -29; SIRT5 inh: 1; LGR2 antag: -12; C2C12 statin: 12

What do the screens show for `COc1cc(/C=N/N2CCN(c3ccccc3)CC2)cc(OC)c1OC(C)=O`?
S100A4 MyoIIA: 0; Casp6 inh: -3; esBAF inh: -2; FN deposit inh: -3; SIRT5 inh: -6; LGR2 antag: 6; C2C12 statin: -5

What do the screens show for `S=C(Nc1ccc(Cl)cc1Cl)N1CCOCC1`?
S100A4 MyoIIA: 1; Casp6 inh: 3; FN deposit inh: 2; SIRT5 inh: -1; LGR2 antag: 7

How did O=C(NCc1cccs1)C(NS(=O)(=O)c1cccc2nsnc12)c1ccccc1 (stereo not given) do in these assays?
esBAF inh: -9; FN deposit inh: -4; C2C12 statin: 7

How did C[C@H](CO)N1C[C@H](C)[C@H](CN(C)C(=O)Nc2ccccc2F)Oc2ncc(-c3ccc(F)cc3)cc2C1=O do in these assays?
S100A4 MyoIIA: 8; Casp6 inh: -2; esBAF inh: -5; FN deposit inh: 10; SIRT5 inh: -3; LGR2 antag: -17; C2C12 statin: 2

What do the screens show for `C/C=C/c1ccc([C@@H]2[C@@H](CO)N(C(C)=O)[C@H]2CNC(=O)c2ccncc2)cc1`?
S100A4 MyoIIA: -2; Casp6 inh: 0; esBAF inh: -4; FN deposit inh: -15; SIRT5 inh: 1; LGR2 antag: 6; C2C12 statin: 1

Results for Cc1ccc(OCCSCc2nc3ccccc3[nH]2)cc1 ?
esBAF inh: -7; LGR2 antag: -28; C2C12 statin: 26

How did Cc1noc(C)c1NC(=O)N(C)C[C@@H]1OCCCC[C@@H](C)Oc2ccc(NC(=O)CCCCCC(=O)Nc3ccccc3N)cc2C(=O)N([C@H](C)CO)C[C@@H]1C do in these assays?
esBAF inh: 10; FN deposit inh: 11; LGR2 antag: -5; C2C12 statin: 3

How did O=C(NC1CCCC1)C(c1ccncc1)N(C(=O)c1csnn1)C1CCCC1 (stereo not given) do in these assays?
S100A4 MyoIIA: -7; Casp6 inh: -2; FN deposit inh: 1; SIRT5 inh: 0; LGR2 antag: 6

Results for O=C(c1ccc(F)cc1)N1CC(=O)N2[C@H](CO)[C@H](c3ccc(C#CC4CCCC4)cc3)[C@H]2C1 ?
S100A4 MyoIIA: 15; Casp6 inh: 2; FN deposit inh: 0; SIRT5 inh: -2; LGR2 antag: 10

What do the screens show for `C[C@@H]1CCCCO[C@H](CN(C)CC2CCCCC2)[C@H](C)CN([C@@H](C)CO)C(=O)c2cc(NC(=O)Nc3ccc(C(F)(F)F)cc3)ccc2O1`?
S100A4 MyoIIA: -8; Casp6 inh: -4; esBAF inh: -89; FN deposit inh: 6; SIRT5 inh: 1; LGR2 antag: -4

Results for Cc1cccc(S(=O)(=O)N(C)C[C@@H]2OCc3ccccc3-c3c(n(C)c4ccccc34)C(=O)N([C@@H](C)CO)C[C@H]2C)c1 ?
S100A4 MyoIIA: 2; Casp6 inh: -2; esBAF inh: 10; FN deposit inh: 7; SIRT5 inh: 2; LGR2 antag: 9

Results for O=c1[nH]cc(F)c(=O)[nH]1 ?
S100A4 MyoIIA: -2&-1; Casp6 inh: 0; esBAF inh: -25&-45; FN deposit inh: -6; SIRT5 inh: 5; LGR2 antag: -6; C2C12 statin: 13

What do the screens show for `Cc1c(CN(C)C(=O)C2CCC(=O)N(Cc3ccccc3F)C2)[nH]c2ccccc12` (stereo not given)?
S100A4 MyoIIA: 1; Casp6 inh: 1; esBAF inh: 0; FN deposit inh: -2; LGR2 antag: -2; C2C12 statin: 1

How did CCN(CC(=O)Nc1ccccc1C(F)(F)F)C(=O)C1CSC2(C)CCC(=O)N12 (stereo not given) do in these assays?
S100A4 MyoIIA: 8; Casp6 inh: -188; FN deposit inh: 1; SIRT5 inh: -1; LGR2 antag: 3

How did COc1cc(Cn2nnc3ccccc32)ccc1O do in these assays?
S100A4 MyoIIA: -9; Casp6 inh: -1; esBAF inh: 4; FN deposit inh: -4; SIRT5 inh: 2; LGR2 antag: 3; C2C12 statin: 1

What do the screens show for `Cc1ccc(S(=O)(=O)N[C@@H]2CC[C@@H](CCNC(=O)C3CCOCC3)O[C@H]2CO)cc1`?
S100A4 MyoIIA: 2; Casp6 inh: -1; esBAF inh: -6; FN deposit inh: -2; SIRT5 inh: 2; LGR2 antag: -2; C2C12 statin: -30

How did Cc1ccccc1NC(=O)COc1ccc(Br)cc1CNCCCO do in these assays?
S100A4 MyoIIA: 2; Casp6 inh: 2; esBAF inh: -1; FN deposit inh: 1; SIRT5 inh: -3; LGR2 antag: -4; C2C12 statin: -1

Results for O=C(CN1C(=O)/C(=C\c2cccc(Br)c2)Oc2ccccc21)NCC1CCCO1 (stereo not given) ?
S100A4 MyoIIA: -1; Casp6 inh: 0; esBAF inh: 7; FN deposit inh: 6; SIRT5 inh: -11; LGR2 antag: 11; C2C12 statin: -7

What do the screens show for `CCOC(=O)Nc1sc(NS(=O)(=O)c2ccc(C)cc2)nc1C`?
S100A4 MyoIIA: -1; Casp6 inh: -1; esBAF inh: -3; SIRT5 inh: 3; LGR2 antag: -10; C2C12 statin: -7

Results for Cc1cc(C)n(CCNC(=O)[C@H]2O[C@@H](n3ccc(N)nc3=O)[C@H](O)[C@@H]2O)n1 ?
S100A4 MyoIIA: -10; Casp6 inh: 1; esBAF inh: 0; FN deposit inh: 5; SIRT5 inh: 0; LGR2 antag: -8; C2C12 statin: -4

What do the screens show for `Cc1ccc(S(=O)(=O)N2CCCCC2)cc1NC(=O)CSc1nc(N)cc(=O)[nH]1`?
S100A4 MyoIIA: -7; Casp6 inh: -6; esBAF inh: 0; FN deposit inh: 0; SIRT5 inh: 0; LGR2 antag: -2; C2C12 statin: -2

How did COc1ccc(/C=N/NC(=O)Cn2nc([N+](=O)[O-])cc2C)c(OC)c1OC do in these assays?
S100A4 MyoIIA: 0; Casp6 inh: -2; FN deposit inh: 0; SIRT5 inh: 1; LGR2 antag: 6

Results for COCC(=O)N1C[C@H](C)[C@H](OC)CN(C)C(=O)c2ccc(NC(=O)c3cc(C)on3)cc2OC[C@H]1C ?
S100A4 MyoIIA: 9; Casp6 inh: -2; esBAF inh: -5; FN deposit inh: -1; SIRT5 inh: 1; LGR2 antag: -2; C2C12 statin: 7

How did O=C(CCN1CCCCC1)NCC[C@H]1CC[C@@H](NC(=O)C2CCCC2)[C@H](CO)O1 do in these assays?
S100A4 MyoIIA: 1; Casp6 inh: 0; esBAF inh: -1; SIRT5 inh: 11; LGR2 antag: 31; C2C12 statin: 5

Results for Cc1ccccc1CNc1nc(N)n(-c2ccccc2)n1 ?
S100A4 MyoIIA: -3; Casp6 inh: 2; esBAF inh: 0; FN deposit inh: 6; SIRT5 inh: -1; LGR2 antag: -5; C2C12 statin: 0

Results for O=C(O)c1c2c(nc3ccc(S(=O)(=O)N4CCC(C(=O)N5CCCCC5)CC4)cc13)CCCC2 ?
S100A4 MyoIIA: -4; Casp6 inh: 12; esBAF inh: 1; FN deposit inh: -1; SIRT5 inh: 3; LGR2 antag: -17; C2C12 statin: -3

Results for C[C@H](CO)N1C[C@H](C)[C@H](CN(C)C(=O)Nc2cccc(Oc3ccccn3)c2)OCc2cnnn2CCCC1=O ?
S100A4 MyoIIA: -9&-6&12; Casp6 inh: -3&1; esBAF inh: 7&-4&-2; FN deposit inh: -4&2; SIRT5 inh: -8&-5&-2; LGR2 antag: 31&7; C2C12 statin: -6&7&7

Results for C[C@@H]1CN([C@H](C)CO)C(=O)Cc2cc(NC(=O)c3ccncc3)ccc2O[C@@H]1CN(C)C(=O)Nc1ccc(C(F)(F)F)cc1 ?
S100A4 MyoIIA: 14; Casp6 inh: 1; esBAF inh: -1; SIRT5 inh: -1; LGR2 antag: 11; C2C12 statin: -18

What do the screens show for `CCC1CCCCN1C(=O)C1CC(c2cc(Cl)c(OC)cc2OC)=NO1` (stereo not given)?
esBAF inh: 0; FN deposit inh: -1; LGR2 antag: -16; C2C12 statin: 2

How did CC(NC(=O)C(C)N1c2cccc3cccc(c23)S1(=O)=O)c1ccccc1 (stereo not given) do in these assays?
S100A4 MyoIIA: 5; Casp6 inh: 3; esBAF inh: 2; FN deposit inh: 2; SIRT5 inh: -2; LGR2 antag: 6; C2C12 statin: -13

Results for CSc1cccc(CN2CCN(Cc3ccc(F)c(F)c3)C(CCO)C2)c1 (stereo not given) ?
S100A4 MyoIIA: 0; Casp6 inh: -2; esBAF inh: -5; FN deposit inh: -5; SIRT5 inh: 16*; LGR2 antag: 2; C2C12 statin: 10

How did O=C(NCc1ccco1)c1ccc(Br)s1 do in these assays?
esBAF inh: 10; LGR2 antag: 28; C2C12 statin: -8

Results for Cc1cc(C(=O)NNC(=O)CCC2CCCCC2)c(C)o1 ?
S100A4 MyoIIA: 9; Casp6 inh: 11; FN deposit inh: 6; SIRT5 inh: 1; LGR2 antag: 10

Results for Cc1ccc(/C=C2\Oc3c(ccc(O)c3CN3CCN(CCO)CC3)C2=O)cc1 ?
S100A4 MyoIIA: 1; Casp6 inh: 2; FN deposit inh: 1; SIRT5 inh: 4; LGR2 antag: 25

Results for CCOC(=O)COc1ccc(Cl)cc1C1NC(=O)NC(C)=C1C(C)=O (stereo not given) ?
esBAF inh: -8; LGR2 antag: 8; C2C12 statin: 7

Reprinted from the listing for reference:
Results for CSc1cccc(CN2CCN(Cc3ccc(F)c(F)c3)C(CCO)C2)c1 (stereo not given) ?
S100A4 MyoIIA: 0; Casp6 inh: -2; esBAF inh: -5; FN deposit inh: -5; SIRT5 inh: 16*; LGR2 antag: 2; C2C12 statin: 10

How did O=C(NCc1ccco1)c1ccc(Br)s1 do in these assays?
esBAF inh: 10; LGR2 antag: 28; C2C12 statin: -8

Results for Cc1cc(C(=O)NNC(=O)CCC2CCCCC2)c(C)o1 ?
S100A4 MyoIIA: 9; Casp6 inh: 11; FN deposit inh: 6; SIRT5 inh: 1; LGR2 antag: 10

Results for Cc1ccc(/C=C2\Oc3c(ccc(O)c3CN3CCN(CCO)CC3)C2=O)cc1 ?
S100A4 MyoIIA: 1; Casp6 inh: 2; FN deposit inh: 1; SIRT5 inh: 4; LGR2 antag: 25
